# sEH activator = soluble epoxide hydrolase (human) activation | P34913 | purified human sEH enzymatic activity, activator screen | activation, % at 2 µM | 0.04% of 91,000 active | AID 717; in the data active means activation above about 37%; further: values of inactives mirror those of a sister screen read the other way
# Target sequence (P34913 whole entry, looked up): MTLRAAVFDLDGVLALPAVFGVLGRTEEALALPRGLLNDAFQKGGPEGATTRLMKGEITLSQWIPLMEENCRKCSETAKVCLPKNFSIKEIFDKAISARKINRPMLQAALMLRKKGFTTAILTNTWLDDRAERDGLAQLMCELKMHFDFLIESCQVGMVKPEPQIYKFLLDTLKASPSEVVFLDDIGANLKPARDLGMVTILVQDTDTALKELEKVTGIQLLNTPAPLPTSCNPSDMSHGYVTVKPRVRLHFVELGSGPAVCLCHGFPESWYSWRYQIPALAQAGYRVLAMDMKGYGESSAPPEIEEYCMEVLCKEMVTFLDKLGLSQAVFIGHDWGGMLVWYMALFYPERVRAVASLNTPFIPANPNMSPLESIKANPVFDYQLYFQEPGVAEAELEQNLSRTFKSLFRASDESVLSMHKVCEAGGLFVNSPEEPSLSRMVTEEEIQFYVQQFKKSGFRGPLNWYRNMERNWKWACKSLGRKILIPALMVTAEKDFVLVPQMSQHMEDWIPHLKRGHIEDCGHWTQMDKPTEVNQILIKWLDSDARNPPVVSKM
# sEH inhibitor = inhibitors of human soluble epoxide hydrolase. recombinant human sEH enzymatic activity assay. inhibition, % at 2 µM. P34913. 0.34% of 91,000 active; in the data active means inhibition above about 80%; further: values of inactives mirror those of a sister screen read the other way; many of its hits are not listed in these tables
# CYP2C19 activ = activators of human cytochrome P450 2C19; P33261; recombinant CYP2C19, luciferin-H EGE luminescence; hits give high values; 0 = fully inhibited enzyme, 1 = untreated enzyme; activation factor at 5 µM; 96,000 tested, under 10 active; AID 1025;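 active means activation factor of at least 2 at 5 µM in the primary screen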;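 further: 0 = wells with 2.5 mM tranylcypromine and 1 = vehicle-only wells; values of inactives mirror those of a sister screen read the other way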
# DAT uptake mod = changed human dopamine transporter uptake under cocaine IC80; LLC-PK1 hDAT cells, [14C]-dopamine uptake with cocaine IC80; actives deviate in either direction; B-score at 10 µM; 1.3% of 110,000 active;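 active means Z score or B-score, a plate-position-corrected score, falls beyond the plate's 99.7% confidence bounds, in either direction; inactive means both scores lie inside the 99.7% bounds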;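 further: scored against the spread of the other compound wells on the same plate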
# PostGolgi yeast = growth inhibition of a yeast mutant, post-Golgi transport screen | post-Golgi transport phenotypic cell assay | inhibition, % at 10 µM | 0.9% of 98,000 active | AID 739;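 further: yeast cells grown in 1536-well plates; yeast grown about 18 h at 30C before absorbance read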
# PostGolgi ctrl = growth of the yeast control strain, post-Golgi counter-screen | efflux-deficient yeast background strain, growth absorbance A615, 16 h | inhibition, % at 10 µM | 5% of 98,000 active | AID 738
# CYP2C19 inhib = blocks human cytochrome P450 2C19; CYP2C19 Supersomes, luciferin-H EGE luminescence, 30 min; AID 778; 21% of 96,000 active; inhibition, % at 5 µM;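 active means CYP2C19 inhibition above a set limit at 5 µM in the primary screen, cut at about 50% in these data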;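 further: plate controls were negative control wells for no effect and 2.5 mM tranylcypromine positive control for full effect; values of inactives mirror those of a sister screen read the other way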
# S1P2 blocker = S1P2 (human) receptor antagonism. O95136. AID 736. inhibition, % at 5 µM. cell-based S1P2 antagonist assay, inhibition at 5 uM. 0.21% of 97,000 active; in the data active means inhibition above about 45%;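 further: CRE beta-lactamase reporter cells expressing human S1P2 stimulated with S1P; 0% = agonist at EC80 alone and 100% = agonist plus reference antagonist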
# Target sequence (O95136 whole entry, looked up): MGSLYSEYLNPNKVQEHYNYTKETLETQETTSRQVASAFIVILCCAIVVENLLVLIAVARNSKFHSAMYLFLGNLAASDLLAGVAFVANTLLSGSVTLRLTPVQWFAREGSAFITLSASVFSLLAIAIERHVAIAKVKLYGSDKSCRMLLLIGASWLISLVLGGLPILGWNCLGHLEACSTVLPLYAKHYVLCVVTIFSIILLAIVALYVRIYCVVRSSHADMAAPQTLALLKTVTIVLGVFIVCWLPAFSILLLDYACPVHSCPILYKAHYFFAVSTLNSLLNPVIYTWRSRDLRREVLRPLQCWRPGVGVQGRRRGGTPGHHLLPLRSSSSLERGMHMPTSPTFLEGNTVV
# S1P2 agonist = activates the human S1P2 receptor. O95136. S1P2-expressing cell line, agonist reporter read-out. activation, % at 4.5 µM. 0.46% of 97,000 active. AID 729; in the data active means activation above about 16%;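 further: 0% = vehicle low control and 100% = maximal reference agonist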
# The depositor's hits bear a star; · = not tested or not shown. Unless noted, no stated cut-off is given here; in the data, active means inhibition above about 30%; inactive means the rest.
SMILES,sEH activator,sEH inhibitor,CYP2C19 activ,DAT uptake mod,PostGolgi yeast,PostGolgi ctrl,CYP2C19 inhib,S1P2 blocker,S1P2 agonist
CCc1ccc2[nH]c(=O)c(C(c3nnnn3CC3CCCO3)N3CCCc4ccccc43)cc2c1 (centres undefined),·,·,1.1,-0.091,-3,1,-10,·,·
Cc1cc(C)c(S(=O)(=O)N(C)Cc2cnn(C)c2)c(C)c1,18,-17,0.1,0.0059,-3,9,88*,11,1
Cc1ccc(S(=O)(=O)N2CCN(C3CCN(Cc4ccccc4)CC3)CC2)cc1,·,·,1,-0.5,70*,24,3,·,·
COc1ccc(CNCC(O)(c2ccc(Cl)cc2)c2ccc(Cl)cc2)cc1,12,-11,0.7,0.53,7,16,26,27,-6
CCOc1cc(S(=O)(=O)Nc2ccc(Cl)cn2)ccc1Cl,2,0,·,0.04,·,·,·,-6,-2
COc1ccccc1NC(=O)NS(=O)(=O)c1ccc(C)cc1,-6,7,1,0.22,-6,-1,1,-12,-3
C=CCCCOc1ccc(C(=O)O)cc1,-1,2,0.9,0.32,-1,6,14,19,-3
CCC(=O)NC(=S)Nc1cccc(C(C)=O)c1,-11,12,0.9,-0.41,-4,1,10,28,-8
N#Cc1ccc(-c2csc(NC(=O)C3CC3)n2)cc1,13,-11,0.7,-0.57,-18,1,35,13,-5
CCOC(=O)N1CCN(C(=O)CCSc2ccccc2)CC1,·,·,0.3,0.56,0,12,71*,10,-3
Cc1cc(C)cc(N(C(C)C(=O)Nc2c(C)n(C)n(-c3ccccc3)c2=O)S(C)(=O)=O)c1 (centres undefined),-1,0,0.4,-0.55,-3,-4,62*,3,-6
CN(C)CCN(Cc1ccccc1)c1ccnc(N(C)C)c1C#N,2,-2,1,·,4,15,-3,-13,-10
CC(=O)c1cccc(S(=O)(=O)N(CCCO)Cc2cc3ccc(C)cc3[nH]c2=O)c1,12,-12,1,0.44,23,-1,0,11,-8
CCOC(=O)c1sc2nc(C)n(CC(=O)NCC3CCCO3)c(=O)c2c1C (centres undefined),·,·,0.9,-0.29,17,11,9,-4,-10
COc1ccc(Cl)cc1C(=O)CSc1nnnn1C1CCCCC1,-6,9,0.3,-0.23,-12,29,69*,-8,-7
COc1ccc(/C=C/C(=O)Nc2cc(C(F)(F)F)ccc2Cl)cc1,8,-7,0.9,-0.22,-4,-3,9,8,-11
CCOC(=O)C1=C(C)Nc2nc(=S)[nH]n2C1c1ccc(Cl)cc1 (centres undefined),5,-7,0.6,-0.7,4,31*,37,3,-5
C/C(=C\C(=O)c1ccc(C)cc1)Nc1cccc(O)c1,-3,3,0.8,·,-5,2,21,20,0
CCOC(=O)C(C)On1c(-c2cccc(Cl)c2)nc2ccc([N+](=O)[O-])cc21 (centres undefined),-8,11,0.1,0.14,0,21,88*,-11,-2
c1ccc(-n2nnnc2Sc2n[nH]c(-c3ccncc3)n2)cc1,-3,1,0.6,0.31,2,2,43,8,-5
O=C(COC(=O)c1ccccc1S(=O)(=O)N1CCCCC1)NCC(F)(F)F,0,2,0.7,0.36,-1,14,32,-9,-2
O=C(CC(Sc1ccccc1)c1cccs1)c1ccco1 (centres undefined),15,-15,0,-0.18,0,15,100*,-7,-2
CC1=C(C(=O)OCc2ccc3c(c2)OCO3)C(c2ccccc2OCc2ccccc2)NC(=O)N1 (centres undefined),6,-7,0.7,-0.71,-10,21,30,-5,-6
CCOC(=O)c1c(CN2CCCCC2C)oc2ccc(OC)cc12 (centres undefined),7,-7,0.9,0.44,30*,-1,8,-2,-1
COC(=O)CC1SCCNC1=O (centres undefined),4,0,1.2,-0.86,-12,-5,-18,2,-1

# In a second layout: results already given.
structure | sEH activator | sEH inhibitor | CYP2C19 activ | DAT uptake mod | PostGolgi yeast | PostGolgi ctrl | CYP2C19 inhib | S1P2 blocker | S1P2 agonist
COc1ccc(/C=C/C(=O)Nc2cc(C(F)(F)F)ccc2Cl)cc1 | 8 | -7 | 0.9 | -0.22 | -4 | -3 | 9 | 8 | -11
COc1ccc(CNCC(O)(c2ccc(Cl)cc2)c2ccc(Cl)cc2)cc1 | 12 | -11 | 0.7 | 0.53 | 7 | 16 | 26 | 27 | -6

# The list goes on:
SMILES,sEH activator,sEH inhibitor,CYP2C19 activ,DAT uptake mod,PostGolgi yeast,PostGolgi ctrl,CYP2C19 inhib,S1P2 blocker,S1P2 agonist
O=C(NNC(=S)Nc1cccc2ccccc12)c1cccc(Br)c1,5,-4,0.1,-0.73,-11,12,91*,-13,1
O=C(CN1CCN(c2ncc(C(F)(F)F)cc2Cl)CC1)NC(=O)NCc1ccccc1,·,·,0.8,-0.89,20,-4,21,·,·
CCn1cc(C(=O)N2CCCC2)c(=O)c2cc(S(=O)(=O)N(C)C)ccc21,12,-9,1.1,-0.32,-1,2,-7,-11,-5
O=C1c2ccccc2C(=O)N1CCC1=CCCCC1,-14,8,0.4,0.12,-4,15,61*,12,-6
O=C(C1CCCN(c2ncccn2)C1)N1CCc2ccccc21 (centres undefined),-1,1,0.2,0.64,4,3,84*,-2,-6
CN(Cc1c(O)ccc2c1oc(=O)c1ccccc12)C1CCCCC1,·,·,0.5,-0.8,4,6,50*,·,·
COc1ccccc1N1CCN(C(=O)c2cc3c(=O)n(C)c4ccccc4c3n2C)CC1,·,·,0.1,-0.026,5,-3,89*,3,-2
CC1Cc2cc(/C(O)=C3/C(=O)C(=O)N(CCN4CCOCC4)C3c3cccc(O)c3)ccc2O1 (centres undefined),-15,15,0.8,0.2,0,-6,21,5,-1
O=C(COc1ccc(Cl)cc1)N1CCCC1,4,1,·,1,·,·,·,-7,-7
CC1CC(=O)Nc2ccccc2S1(=O)=O (centres undefined),·,·,0.9,-0.63,10,0,9,·,·
Cn1c(SCc2ccc(Cl)cc2Cl)nc(C(F)(F)F)cc1=O,-2,2,1.1,·,-6,-2,-10,11,-1
CC(C)c1ccc(-c2noc(C3CCCN(S(C)(=O)=O)C3)n2)cc1 (centres undefined),2,0,0.7,-1.8,-3,-5,31,-4,-3
CC1(C)CC2CC(C)(CN2C(=O)CN2C(=O)c3ccccc3C2=O)C1 (centres undefined),1,1,1.1,0.45,0,8,-6,-16,0
COc1ccc(CNC(=O)COc2ccc([N+](=O)[O-])cc2)cc1,-5,4,0.7,0.36,-1,0,28,-4,-8
CCCCCn1c(CN2CCN(C(=O)OCC)CC2)nc2c1c(=O)[nH]c(=O)n2C,4,-4,1.1,0.75,2,10,-10,6,-7
COc1ccc(S(=O)(=O)NCCCN2CCOCC2)c2ccccc12,2,-3,0,0.0024,-8,22,97*,20,-12
CC(C)CN(CCCNC(=O)CC1Oc2ccccc2NC1=O)CC(C)C (centres undefined),11,-10,0.9,1.4,5,13,6,-4,-5
O=C(Nc1ccccc1-c1nnc(SCc2ccc(Cl)cc2)o1)c1ccccc1,3,-2,1,-1.1,22,-3,-3,-3,-4
Cc1cc(Cl)ccc1OCCCC(=O)NC1CCN(C)CC1,·,·,0.9,1.2,-3,24,9,·,·
CCC(C)n1c(-c2cc(OC)c(OC)c(OC)c2)nc2nc3ccccc3nc21 (centres undefined),1,-1,0.1,·,3,39*,93*,-12,17*
CCOc1ccc(OCCSc2nnnn2-c2ccccc2)cc1,2,0,0.7,0.063,-5,20,31,-7,-7
Cc1nn(-c2nc3ccccc3s2)c(N)c1Sc1ccc(F)cc1,18,-18,0.7,-1.3,-4,16,29,-1,5
N=c1c2c(n(Cc3ccccc3)c3c1CCC3)CCC2,13,-12,0.9,-4.2*,-6,6,12,15,-3
CC1(C)Cc2c(sc3ncn4nc(CCC(=O)O)c(=O)nc4c23)CO1,·,·,1,-0.069,5,2,5,·,·
CC(c1nnc(SCn2nnc3ccccc3c2=O)n1-c1ccc(Cl)cc1)N(C)C (centres undefined),·,·,0.8,0.052,67*,18,17,·,·
Cc1sc(NC(=O)CSc2nnnn2C2CCCC2)c(C#N)c1C,-13,12,1.1,0.45,0,4,-11,15,-3
COc1ccccc1CCC(=O)Nc1nc2ccccc2[nH]1,9,-10,0.4,0.45,3,30,62*,-3,1

# Of the compounds above, ten have an aryl thioether with sulfur outside any ring.
SMILES,sEH activator,sEH inhibitor,CYP2C19 activ,DAT uptake mod,PostGolgi yeast,PostGolgi ctrl,CYP2C19 inhib,S1P2 blocker,S1P2 agonist
CCOC(=O)N1CCN(C(=O)CCSc2ccccc2)CC1,·,·,0.3,0.56,0,12,71*,10,-3
COc1ccc(Cl)cc1C(=O)CSc1nnnn1C1CCCCC1,-6,9,0.3,-0.23,-12,29,69*,-8,-7
c1ccc(-n2nnnc2Sc2n[nH]c(-c3ccncc3)n2)cc1,-3,1,0.6,0.31,2,2,43,8,-5
O=C(CC(Sc1ccccc1)c1cccs1)c1ccco1 (centres undefined),15,-15,0,-0.18,0,15,100*,-7,-2
Cn1c(SCc2ccc(Cl)cc2Cl)nc(C(F)(F)F)cc1=O,-2,2,1.1,·,-6,-2,-10,11,-1
O=C(Nc1ccccc1-c1nnc(SCc2ccc(Cl)cc2)o1)c1ccccc1,3,-2,1,-1.1,22,-3,-3,-3,-4
CCOc1ccc(OCCSc2nnnn2-c2ccccc2)cc1,2,0,0.7,0.063,-5,20,31,-7,-7
Cc1nn(-c2nc3ccccc3s2)c(N)c1Sc1ccc(F)cc1,18,-18,0.7,-1.3,-4,16,29,-1,5
CC(c1nnc(SCn2nnc3ccccc3c2=O)n1-c1ccc(Cl)cc1)N(C)C (centres undefined),·,·,0.8,0.052,67*,18,17,·,·
Cc1sc(NC(=O)CSc2nnnn2C2CCCC2)c(C#N)c1C,-13,12,1.1,0.45,0,4,-11,15,-3
